# Growth percent in the NCI-60 one-dose screen (48 h, 10 µM unless noted): 100 = growth as untreated, 0 = no growth, -100 = all killed.
# HL-60(TB) – HL-60(TB) leukemia cells. actives 9% (n = 78,000). AID 1794776; active = growth percent below 10
# * hit, by the source's call; & = joins results of further samples; [ ] = remark or other dose. The list is partial; the hit share may differ from the screen's.
SMILES,HL-60(TB)
Cc1c(C(=O)C(SC(=S)N2CCOCC2)SC(=S)N2CCOCC2)nnn1-c1ccc(Cl)cc1,97
CCOP(=O)(OCC)C(NC(C)=O)C(=O)SCCN (stereo unspecified),99
N#Cc1c2cccnc2c2nnc3cc(Cl)c(Cl)cc3n12,23
CCOc1nc(N)ncc1OCCc1ccccc1,105
CCNc1ccc(C)cc1,104
CCOC(=O)n1ncc2c(Nc3ccc(NS(=O)(=O)c4ccccc4)cc3)ncnc21,98
C=C1C(=O)O[C@H]2[C@H]1CC/C(COC(=O)NCCc1ccc(OC)cc1)=C\CC[C@@]1(C)O[C@@H]21,-22*
CC(CC(=O)c1ccccc1)=NCC(O)CN=C(C)CC(=O)c1ccccc1 (stereo unspecified),100
CC(=O)C(N=Nc1ccc(C)cc1[N+](=O)[O-])C(=O)Nc1ccccc1 (stereo unspecified),99
Cc1nc2sc(C(=O)Nc3ccccc3)c(N)c2cc1C(=O)/C=C/c1ccccc1,3.4*
Cn1cc(-c2cc3nc(-c4c[nH]c5ccc(F)cc45)cc(N)n3n2)c2ccccc21,99
O=C(CSc1nc2sc3c(c2c(=O)n1-c1ccc(Cl)cc1)CCCC3)NNC(=O)c1ccc(Br)cc1,91
CC1(O)CC(CI)OC(c2ccc(Cl)cc2)C1 (stereo unspecified),118
CCOC(=O)C1=C(C)N=C2Sc3cc(C)c(C)cc3N2[C@H]1c1ccccn1,61
COc1cccc(C2=NN(c3ccc(-c4ccccc4)nn3)C(c3ccc(F)c(OC)c3)C2)c1 (stereo unspecified),98
C[C@]12CC[C@H](O)CC1=CC[C@@H]1[C@@H]2CC[C@]2(C)C3C(=O)C=C4CCCCC4C3C[C@@H]12 (stereo partly specified),103
NC(=O)OCCCCl,97
C=C(Cl)CSc1ncnc2nc[nH]c12,82
CC(=O)OCC(=O)C1(O)C(C)CC2C3C=C(C)C4=Cc5c(cnn5-c5ccccc5)CC4(C)C3C(O)CC21C (stereo unspecified),15
FC(F)(F)c1cccc([Si](F)(c2cccc(C(F)(F)F)c2)c2cccc(C(F)(F)F)c2)c1,81
Cc1ccc(C(=O)Nc2ccc(C(=O)NC(=S)Nc3ccc(S(N)(=O)=O)cc3)cc2)cc1,103
CN(C(=O)Cn1ccnc1)C(c1ccccc1)c1ccccc1,107
BrC(Br)(Br)c1cnc2ccccc2n1,-38*
CONC1=Nc2cc(NC(N)=NCc3ccccc3)c(N(C)C3CCCCC3)cc2OC1,70
CC(=O)N(C)SCC(NC(=O)C(Cc1ccccc1)NC(=O)OCc1ccccc1)C(=O)NC(Cc1ccccc1)C(=O)NC(Cc1cn(C=O)c2ccccc12)C(=O)NC(CCCCNC(=O)OCc1ccccc1)C(=O)NC(C(=O)NC(CSN(C)C(C)=O)/C(O)=N\O)C(C)OCc1ccccc1 (stereo unspecified),97

# Arranged by formula weight (rising): part of the list above
SMILES,HL-60(TB)
NC(=O)OCCCCl,97
CCOc1nc(N)ncc1OCCc1ccccc1,105
CN(C(=O)Cn1ccnc1)C(c1ccccc1)c1ccccc1,107
N#Cc1c2cccnc2c2nnc3cc(Cl)c(Cl)cc3n12,23
CC1(O)CC(CI)OC(c2ccc(Cl)cc2)C1 (stereo unspecified),118
CC(CC(=O)c1ccccc1)=NCC(O)CN=C(C)CC(=O)c1ccccc1 (stereo unspecified),100
CCOC(=O)C1=C(C)N=C2Sc3cc(C)c(C)cc3N2[C@H]1c1ccccn1,61
BrC(Br)(Br)c1cnc2ccccc2n1,-38*
Cc1nc2sc(C(=O)Nc3ccccc3)c(N)c2cc1C(=O)/C=C/c1ccccc1,3.4*
C=C1C(=O)O[C@H]2[C@H]1CC/C(COC(=O)NCCc1ccc(OC)cc1)=C\CC[C@@]1(C)O[C@@H]21,-22*
COc1cccc(C2=NN(c3ccc(-c4ccccc4)nn3)C(c3ccc(F)c(OC)c3)C2)c1 (stereo unspecified),98
Cc1ccc(C(=O)Nc2ccc(C(=O)NC(=S)Nc3ccc(S(N)(=O)=O)cc3)cc2)cc1,103
CC(=O)OCC(=O)C1(O)C(C)CC2C3C=C(C)C4=Cc5c(cnn5-c5ccccc5)CC4(C)C3C(O)CC21C (stereo unspecified),15
Cc1c(C(=O)C(SC(=S)N2CCOCC2)SC(=S)N2CCOCC2)nnn1-c1ccc(Cl)cc1,97
CC(=O)N(C)SCC(NC(=O)C(Cc1ccccc1)NC(=O)OCc1ccccc1)C(=O)NC(Cc1ccccc1)C(=O)NC(Cc1cn(C=O)c2ccccc12)C(=O)NC(CCCCNC(=O)OCc1ccccc1)C(=O)NC(C(=O)NC(CSN(C)C(C)=O)/C(O)=N\O)C(C)OCc1ccccc1 (stereo unspecified),97

# Continued:
SMILES,HL-60(TB)
CCCCCN1C(=O)/C(=c2\sc3n(c2=O)NC2C(N=3)N(CC)C(=O)N2CC)c2cc(C)ccc21 (stereo unspecified),92
CCOC(=O)N1CCC(N=C2CSc3nnc(-c4cc(C(F)(F)F)cc(C(F)(F)F)c4)n3N2)CC1,-41*
CC(=O)CC(=O)Nc1ccc(Cl)cc1,97
N#Cc1c(N)nc2c(c1N)C(c1ccccc1Cl)C1=C(CCCC1=O)N2c1sc2c(c1C#N)CCCC2 (stereo unspecified),96
CC/C(=C(\c1ccc(O)cc1)c1ccc(OCCN(C)CCN(C)C(=O)CCCCC(=O)c2c(C)[nH]c(/C=C3\N=C(c4ccc[nH]4)C=C3OC)c2C)cc1)c1ccccc1,103
NS(=O)(=O)c1ccc(NC(=O)C(O)C(O)C(O)C(O)CO)cc1 (stereo unspecified),109
COc1cc(/C(C)=C(\c2ccc(Cl)cc2)c2ccc(OCCN3CCCCC3)cc2)ccc1F,48
CSc1nc2sc3cc(Cl)c(Cl)cc3n2c(=N)c1C#N,110
NNc1cc(C(F)(F)F)nc2ccc(Br)cc12,93
O/N=C\c1c(O)ccc2ccccc12,81
CCOC(=O)/C=C1/SC(N2CCCCC2)C(=O)N1CC (stereo unspecified),59
O=C(O)c1ccc(N2CCCCC2)cc1O,102
COc1cc2c(c(OC)c1OC)C(=O)CC(c1cccc(NC(=O)c3cc(NC(=O)[C@H](C)N)ccc3Cl)c1)O2 (stereo partly specified),2.3*
Cc1cc(-c2ccc(N=Nc3c(S(=O)(=O)O)cc4cc(S(=O)(=O)O)cc(N)c4c3O)c(C)c2)ccc1N=Nc1c(S(=O)(=O)O)cc2cc(S(=O)(=O)O)cc(N)c2c1O,75
COc1cc(/C=C/c2nnc(-c3[nH]nc4c3CCc3ccccc3-4)o2)cc(OC)c1OC,94
CCN(CC)c1ccc(/C=N/NC(=O)Cc2ccc(Nc3ccnc(C(F)(F)F)c3)cc2)c(O)c1,0.8*
CCOC(=O)c1[nH]cnc1/N=N/N(C)C,103
CCOC(=O)C1=CSC2=NC3=C(CCC/C3=C\c3ccc(Cl)cc3)C(c3ccc(Cl)cc3)N12 (stereo unspecified),80
Clc1ccc(OCc2nnc(-c3ccc(Oc4ccccc4)cc3)o2)c(Cl)c1,101
COc1ccc(N2C(=O)C(Oc3ccccc3)C2c2ccc(C)cc2)cc1 (stereo unspecified),85
O=C(Oc1ccccc1)c1cccc(C(=O)Oc2ccccc2)c1,100
CN(C(=O)c1ccccc1)C(=O)c1ccccc1,86
COc1ccc(CSC(=S)N(C)C)cc1[N+](=O)[O-],81
CS(=O)(=O)c1ccc(C(=O)N/N=C/c2cccc(O)c2)cc1,99
NS(=O)(=O)c1ccc(Nc2nc(SCC(=O)c3ccc([N+](=O)[O-])cc3)nc3ccccc23)cc1,110

# Other entries.
SMILES,HL-60(TB)
Brc1ccc(C2c3[nH]c4ccccc4c3C(c3ccc(Br)cc3)c3c2[nH]c2ccccc32)cc1 (stereo unspecified),102
NS(=O)(=O)c1ccc(Br)cc1,96
Cn1c(=O)c2ncn(CC(=O)O)c2n(C)c1=O,95
C/C(=N\n1cnc2c(sc(=S)n2-c2ccc(Cl)cc2)c1=O)c1cnccn1,106
COc1ccc(C=NCCN=Cc2ccc(OC)cc2)cc1,111
O=C(NN=C1CCCCC1)C(=O)NN=C1CCCCC1,81
CNS(=O)(=O)Oc1ccc(-c2cn3ccoc3n2)cc1,116
Fc1ccccc1/C=C/c1nn2c(-c3cccnc3)nnc2s1,99
O=C1N(Cc2ccc(OC(F)(F)F)cc2)c2ccccc2S(=O)(=O)N1c1cccnc1Cl,57
CC1=NN(c2cccc(Cl)c2)C(=O)/C1=C\c1cn(C[C@@H](O)Cn2c3ccccc3c(=O)c3ccccc32)c2ccccc12,103
CC(=O)CC(c1cccs1)c1c(-c2ccccc2)[nH]c2cc(C)ccc12 (stereo unspecified),99
O=C(N/N=C\c1ccc(N(CCCl)CCCl)cc1)c1cc(-c2ccccc2)nc2ccccc12,63
Cc1ccccc1S(=O)(=O)N1C(=O)c2ccccc2S1(=O)=O,86
FC(F)(F)c1cccc(N2NC(=S)N3C=CC=CC32)c1 (stereo unspecified),106
NC(=S)N/N=C\c1[nH]c(=O)nc2ccccc12,103
COC(=O)[C@]12CC[C@@H](C)[C@H](C)[C@@H]1C1=CC[C@@H]3[C@@]4(C)C(C=O)=C[C@@](C)(CO)[C@@H]4C(=O)C[C@@]3(C)[C@]1(C)CC2,47
COC(=O)c1nc(Br)cnc1N,78
CCC1=Cc2cc(Cl)cc(Cl)c2OC12C=Cc1cc(Cl)cc(Cl)c1O2 (stereo unspecified),102
O=C(Nc1ccccc1)Nc1ccccc1C(=O)O,124
O=C1/C(=C/C2=Cc3ccccc3OC2)SC(=S)N1c1ccc(O)cc1,70
c1ccc(Nc2ccccn2)nc1,101
COc1cc(-c2cc(-c3c[nH]c4ccccc34)nc(-c3c[nH]c4ccccc34)c2C#N)cc(OC)c1OC,101
C1CN2CN3CCN(CN1C3)C2,106
COc1ccc(Cl)cc1NC(=O)NNC(=O)C(=O)Nc1ccc(F)cc1,96
CN1CCN(C(=O)[C@]23CCC(C)(C)C[C@H]2C2=CC[C@@H]4[C@@]5(C)CCC(=O)NC(C)(C)[C@@H]5CC[C@@]4(C)[C@]2(C)CC3)CC1,32

# The last 2 compounds of the section before come first, to join the parts:
SMILES,HL-60(TB)
COc1ccc(Cl)cc1NC(=O)NNC(=O)C(=O)Nc1ccc(F)cc1,96
CN1CCN(C(=O)[C@]23CCC(C)(C)C[C@H]2C2=CC[C@@H]4[C@@]5(C)CCC(=O)NC(C)(C)[C@@H]5CC[C@@]4(C)[C@]2(C)CC3)CC1,32
CN(C)CCC(C(=O)c1ccccc1)c1ccccn1 (stereo unspecified),104
CC/C(=C(\c1ccccc1)c1ccc(OCCNC)cc1)c1ccccc1,6.6*
COc1ccc(-c2nc(N)n(C(=S)Nc3ccccc3)n2)cc1,96
Cc1ccc(S(=O)(=O)NCCNc2nccc(-c3c(-c4cccc(N)c4)nc4sccn34)n2)cc1,110
CCOC(=O)C1=C(N)Oc2cc(OC)ccc2C1c1ccc(F)c(F)c1 (stereo unspecified),-9.0*
COc1ccc(Nc2nc3ccc(NC(=O)Nc4cccc(Cl)c4)cc3[nH]c2=O)cc1,84
Cn1cc(-c2nc(-c3c[nH]c4ncc(F)cc34)cs2)c2cccnc21,103
c1ccc(-c2c3c(cn2CCN2CCOCC2)-c2oncc2CC3)cc1,108
CC(=O)CC(c1ccccc1)c1c(-c2ccccc2)[nH]c2cc(C)ccc12 (stereo unspecified),85
NC(=O)n1cccc1,67
N#Cc1c(-c2cc(=O)oc3ccc(Cl)cc23)c(C#N)c2c(C#N)c(N)nn2c1N,100
COc1ccccc1/C=N/Nc1nc2ccccc2s1,86
O=C(Nn1cc(-c2ccc3ccccc3c2)sc1=Nc1ccccc1)c1cc2ccc1CCc1ccc(cc1)CC2,96
CCOC(=O)NC1=NCC(C)S1 (stereo unspecified),95
CN1CCc2c(sc3nc(-c4ccccc4)[nH]c(=O)c23)C1,96
CSc1ccc(NC(=O)NN(c2ccccc2)C2CCS(=O)(=O)C2)cc1 (stereo unspecified),92
C=CCc1cn(C2CC(O)C(CO)O2)c(=O)[nH]c1=O (stereo unspecified),83
CC(=O)N(O)[C@@H](C)/C=C/c1cccc(Oc2ccc(F)cc2)c1,95
CCCC(CCC)C(=O)OCc1cn(-c2cc3ccccc3oc2=O)nn1,84
COC(=O)C1(C)CCC[C@]2(C)[C@H]3C[C@@H]4[C@H]5[C@@H]6CC/C(=N\N=CCc7ccco7)[C@H]5[C@@]3(CC[C@@H]12)CC4(C(C)C)O6 (stereo partly specified),110
Cc1ncsc1CCO,90&100
COc1ccc(/C=N/NC(=O)c2c(Nc3ccccc3)nn(CC(O)c3ccccc3)c2N)cc1 (stereo unspecified),98
CCCCCCOc1cc(N)ccc1C(=O)NCCN(CC)CC,82
COc1cccc(Sc2nc(N)nc3c2CCN(Cc2ccc(OC)cc2OC)C3)c1,81
CCN1C(=O)N(CC)C2Nn3c(s/c(=C\c4c[nH]c5ccccc45)c3=O)=NC21 (stereo unspecified),121

# Next section
SMILES,HL-60(TB)
Cc1nc2ncccc2nc1Nc1ccc(S(=O)(=O)N=C(N)N)cc1,93
C/C(=C\c1ccccc1)c1ccccc1,119
Cn1cc(-c2nc(-c3cccnc3)cs2)c2cccnc21,101
O=C1/C(=C/c2ccc([N+](=O)[O-])cc2)CCc2ccccc21,84&92
COc1cc(-c2nc(SCCCCCC(=O)NO)[nH]c(=O)c2C#N)cc(OC)c1OC,106
Cc1ccc(NC(=O)Nc2ccccc2C(N)=O)cc1,83
Cc1ccc(/C(=N\N=C(N)N)C2CC2)c(C)c1,98
COc1cccc2c(=O)c3c(sc12)c(N1CCNCC1)nc1ccccc13,-52*
Clc1ccc(-c2cn(-c3ccccc3)c(-c3ccccc3)n2)c(Cl)c1,52
CCN(CC)CCOC(=O)Nc1ccccc1Cl,102
CCOC(=O)c1ccccc1C,103
C=C(C)C(C(=O)OCC)(C(=O)OCC)C(C)C,118
O=C1c2ccccc2C(=O)c2cc(Cn3c[n+](Cc4ccc5ccccc5c4)c4ccccc43)ccc21,-49*
NS(=O)(=O)c1ccc(-n2nc(-c3ccc(Br)cc3)ccc2=O)cc1,89[100 µM]
CCCCNCCOC(=O)c1ccc(OCCCC)c(N)c1,121
COc1ccc(C2=NOC(CC(=O)N3CCCC3)C2)cc1OC1CCCC1 (stereo unspecified),103
Cc1cc(NC(=O)COC(=O)c2cccc(Oc3ccccc3)c2)no1,100
OCCOSCCO,99
O=C(/C=C1\C(=O)N(Cc2ccccc2)c2ccccc21)c1ccc(OCCN2CCCCC2)cc1,7.8*
N#Cc1c(-c2ccco2)nc(NCCO)[nH]c1=O,99
O=Cc1ccc2c(c1)OCCOCCOCCOCCO2,97
COc1cc(C2CC(=O)Nc3ncn(-c4ccc(F)cc4)c32)cc(OC)c1OC (stereo unspecified),108
COc1ccc(-c2cc(-c3ccccc3)nc(SCCCCCCC(=O)NO)n2)cc1,8.1*
